Assay outcomes as filed in PubChem.
NPYLR7 ag – activates Aedes aegypti NPYLR7 receptor; HEK293T NPYLR7/Galpha15, GCaMP6s calcium fluorescence; activation, % at 10 µM; 0.15% of 270,000 active; AID 1259423; in the data active = activation above about 40%;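 also: 0% = vehicle and 100% = reference agonist at the receptor; some compounds past the cut are filed as inactive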
mcGAS inh – blocks mouse cGAS activity. recombinant cGAS, Kinase-Glo ATP depletion luminescence. inhibition, % at 12.5 µM. 0.15% of 160,000 active. AID 1259399;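 also: 0% = negative control wells and 100% = reference inhibitor with no enzyme activity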
hcGAS lum – human cGAS inhibition | AID 1259398 | recombinant h-cGAS, ATP depletion, Kinase-Glo luminescence | 0.081% of 290,000 active | inhibition, % at 12.5 µM;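 also: 0% = vehicle reaction and 100% = reaction without DNA for no activity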
Target sequence (Q8N884 whole entry, looked up): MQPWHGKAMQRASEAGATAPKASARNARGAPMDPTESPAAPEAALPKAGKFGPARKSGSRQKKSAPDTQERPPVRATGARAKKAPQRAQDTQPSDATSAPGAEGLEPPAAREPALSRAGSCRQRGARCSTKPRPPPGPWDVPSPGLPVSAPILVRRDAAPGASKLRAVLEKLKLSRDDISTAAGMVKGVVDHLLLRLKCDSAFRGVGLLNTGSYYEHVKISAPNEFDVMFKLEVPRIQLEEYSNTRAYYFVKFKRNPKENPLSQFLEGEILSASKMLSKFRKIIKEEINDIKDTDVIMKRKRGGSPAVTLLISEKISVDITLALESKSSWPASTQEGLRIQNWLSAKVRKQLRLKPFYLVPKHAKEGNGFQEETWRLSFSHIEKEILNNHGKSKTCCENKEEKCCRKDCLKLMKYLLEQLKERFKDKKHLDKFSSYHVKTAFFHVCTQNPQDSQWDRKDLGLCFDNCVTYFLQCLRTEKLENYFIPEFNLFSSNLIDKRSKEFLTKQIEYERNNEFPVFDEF
* marks the source's active call; other numbers are inactive results; nt = not tested or not shown; & = joins results of further samples. Rule as the data show it, unless noted: active = inhibition above about 40%; inactive = the rest.

SMILES	NPYLR7 ag	mcGAS inh	hcGAS lum
CCc1nc2c(OCC(=O)C(C)(C)C)cccn2c1N(C)C(=O)Nc1ccccc1OC	-6	-1	-2
O=C(NCC(c1ccccn1)N1CCOCC1)c1cn(Cc2ccc(Cl)cc2)nn1 (stereo not given)	3	nt	-11
CN1CCCCC1CCN1c2ccccc2Sc2ccc(S(C)=O)cc21 (stereo not given)	-10&4&-3	nt	-5&-4&-7
CCN(CC)c1ncccc1CNC(=O)COC	17	-11	-8
Cc1cc(C)cc(COc2coc(CN3CCN(C(=O)CC(C)(C)C)CC3)cc2=O)c1	4	-3	2
CCC(CC)C(CN)N1CCOCC1 (stereo not given)	-2	nt	-4
Cc1ccc(-c2nc(C=Nc3ccc(OC(F)(F)F)cc3)c(O)o2)cc1	0	2	2
Cc1ccc(F)c(NC(=O)N2CCN(C(c3ccccc3)c3ccc(Cl)cc3)CC2)c1 (stereo not given)	24	-7	-4
COc1ccccc1S(=O)(=O)Nc1ccccc1CN(C)C(=O)OC(C)(C)C	-2	-7	-3
C=CCn1c(SCc2ccc3nonc3c2)nnc1-c1ccco1	-1	nt	3
O=C(CC(c1ccc(OCc2ccccc2)cc1)c1c[nH]c2ccccc12)NCc1ccncc1 (stereo not given)	3	-4	-2
O=C(c1ccc2c(c1)OCO2)N(CC(=O)N1CCc2sccc2C1COc1ccccc1F)CC1CCCO1 (stereo not given)	nt	-5	-4
CCc1ncc(CN2CCN(C(=O)c3cccc(OC)c3)CC2)cn1	3	-10	-3
CCOC(=O)CN1CCc2ccccc2N(CC(O)COc2ccc(OC)cc2)CCC1=O (stereo not given)	13	-5	-1
Cc1cnc(SCC2CCCO2)nc1C1CCCN(C(=O)CSc2ccccc2)C1 (stereo not given)	-1	-17	1
O=C(CCn1ccc(=O)[nH]c1=O)N(Cc1ccsc1)CC1CCCO1 (stereo not given)	-7	nt	2
COc1ccc(CNC(=O)c2cccnc2N2CCN(C(=O)c3sccc3Cl)CC2)cc1	-5	-4	-3
CCc1c(C(=O)NCCc2nc(-c3cccnc3)n[nH]2)[nH]c2ccccc12	2	nt	-5
CCCC(=O)N1CCC1(C)C(=O)NS(=O)(=O)c1ccc(Cl)s1 (stereo not given)	1	nt	-2
O=C(c1cncn1-c1cccc(-c2cccc3c2sc2ccccc23)c1)N1CCC1	2	-5	-7
CN(C)c1cccc(-c2cc(Nc3ccc4c(c3)OCCO4)ncn2)c1	2	nt	-3
COc1cccc(C(CC(=O)NCCCN2CCOCC2)c2c[nH]c3ccccc23)c1 (stereo not given)	2	-6	-5
CC(C)(CN1CCC(c2ncon2)CC1)N1CCOCC1	nt	-7	-14
CC1=C(C(=O)OCCOc2ccccc2)C(c2ccccc2OC(C)C)C2=C(CC(c3ccccc3)CC2=O)N1 (stereo not given)	4	-7	-4
CC(C)COc1nc(-c2ccc(F)cc2)n(-c2ccc(NC(=O)c3ccc([N+](=O)[O-])cc3)cc2)n1	6	-10	-8

More structures follow.
SMILES	NPYLR7 ag	mcGAS inh	hcGAS lum
C(=C\c1ccc(CSc2nnc(-c3cc(-c4ccccc4)nc4ccccc34)n2Cc2ccco2)cc1)/c1ccccc1	-7	-7	-7
Cn1cc(/C=N\OCC(=O)O)nc2c(=O)n(-c3ccccc3)c(=O)nc1-2	10	nt	-7
Cc1nn(CN(Cc2ccc(F)cc2)C2CC2)c(C)c1S(=O)(=O)N(C)C	2	nt	-9
Cc1cc(OCC(=O)Nc2cc([N+](=O)[O-])ccc2F)ccc1Br	-7	nt	0
CCOC(=O)c1sc(N=Nc2[nH]c(C)c(C(=O)OCC)c2C)c(C(=O)OCC)c1C	-20	nt	-1
COCc1nn2c(nnc3c(=O)n(CCC(C)C)ccc32)c1-c1ccc(F)cc1	6	nt	-8
CN1CCCCC1CCC(=O)NCc1cccnc1-n1cncn1 (stereo not given)	nt	-12	-8
Cc1cc2oc(=O)cc(C)c2c(=O)[nH]1	4	nt	-4
O=C(CCCc1ccc2c(c1)CC(=O)N2)NCc1ccc(Cl)nc1	-13	nt	-2
O=C(NC(c1ccc(Cl)cc1)c1cnccn1)C1CCN(Cc2ccc3ccccc3n2)CC1 (stereo not given)	2	nt	2
CCC(C(=O)Nc1ccccc1C1SCC(=O)N1c1ccccc1OC)c1ccccc1 (stereo not given)	3	-9	-7
CN(C)Cc1nnc(C(=O)N(C)CCC(O)c2ccccc2)o1 (stereo not given)	25	nt	-7
Cc1cnc(C(=O)N(c2ccc(Nc3ccccc3)cc2)C(C)C)cn1	7	nt	-11
COc1ccc(N(C)C(=O)C2CCCN(Cc3ccccc3)C2)cn1 (stereo not given)	4	nt	7
CC(C)NCCC(=O)OC(C)(C)C	nt	0	1
CSc1ccccc1C(=O)Nc1cc(C(F)(F)F)ccc1C(=O)O	-2	nt	1
O=C(Nc1sc2c(c1C(=O)O)CCCC2)c1cccnc1	1	nt	-8
CCC(C(=O)NCc1cccnc1)n1c(=O)n(-c2ccccc2Cl)c(=O)c2ccc(Cl)cc21 (stereo not given)	2	-6	-2
COc1ccc(S(=O)(=O)N2CCCC(C)C2)cc1N1CCN(C(=O)Cc2ccccc2)CC1 (stereo not given)	-2	1	2
COc1ccccc1N(CC(=O)NCC(F)(F)F)S(=O)(=O)c1cccs1	-2	nt	-4
COc1cc(C=NNC(=O)c2cc(-c3ccc4c(c3)OCO4)n[nH]2)ccc1O	1	-6	-4
Cc1ccc(-n2nnnc2CNC(=O)c2ccc3ccccc3c2)cc1C	15	0	3
CC(=O)Nc1ccc(CN2C(=O)C(C)(C)ON=C2c2ccc(C)cc2)cc1	1	nt	3
CCOC(=O)c1cc(C)nn1C1CCN(C(=O)C(CC)c2ccccc2)CC1 (stereo not given)	2	-6	-6
CC(C)N(Cc1cccc(OS(=O)(=O)c2cccc(C(F)(F)F)c2)c1)C(=O)Nc1cccc(Br)c1	16	-2	1

Following part.
SMILES	NPYLR7 ag	mcGAS inh	hcGAS lum
CCc1cccc(C)c1NC(=O)C(c1ccc(Cl)cc1)C(C)C (stereo not given)	3	nt	-4
NC(=O)c1sc(=S)n(-c2ccc(Br)cc2)c1N	7	nt	0
COc1cccc(C(=O)N2CCSC23CCN(C(=O)c2cc(C(F)(F)F)cc(C(F)(F)F)c2)CC3)c1	nt	-1	9
CCc1ccc(C(=O)Nc2c(-c3ccc(OC)cc3)nc3ccccn23)cc1	-2	-7	-7
C=CCn1c(SCC(=O)NC(=O)NC)nnc1-c1ccccc1	-10	-6	-1
Cc1cc(N2CCC3(CC2)N=C(N(C)C)NC3=O)nc(-c2cccnc2)n1	1	-12	-5
CCc1ncc2c(n1)CN(C(=O)c1cnc(C)cn1)C2	-2	nt	-2
CC(C)c1nccc(CN2CCC(c3ccnc(-c4ccncc4)c3)C2)n1 (stereo not given)	3	-11	-3
Cc1ccc(C(=O)NCCc2n[nH]c3c2CCCC3)cc1NC(=O)C1CC1	3	nt	-4
Cc1nc(Cl)cc(Oc2cccc(C(=O)NCC(C)O)c2)n1 (stereo not given)	5	-16	-6
CN(C)C(=O)c1cc(Cl)c(Cl)c(Cl)c1Cl	9	nt	-8
CC(C)COc1nc(-c2ccc3c(c2)OCO3)n(-c2ccc(NC(=O)c3ccc(Br)cc3)cc2)n1	nt	-6	0
Cc1nc(C(F)(F)F)ccc1C(=O)N1CCCN(Cc2cc(=O)c(OCc3ccc(C(C)(C)C)cc3)co2)CC1	11	-5	-6
Cc1ocnc1C(=O)NC1CCCN(CC2CCCCC2)C1 (stereo not given)	17	-10	-6
CC(=O)C1=C(c2ccccc2)N(C(C)=O)n2c(nnc2-c2ccccc2)S1	1	nt	-16
O=C(Cc1cc(-c2cc3ccccc3o2)on1)NC1=NCCS1	10	-2	-6
Nc1cccc(-c2c(F)cccc2F)c1	1	nt	-5
Cc1ccnc(SCc2cc(=O)c(OC(=O)COc3ccc(F)cc3)co2)n1	-16	-1	1
O=C(Nc1nc(-c2ccc(Cl)s2)cs1)c1cccs1	3	nt	-3
CN1CC=C(C2CCN(C(=O)/C=C/c3ccccc3)CC2)CC1	6	-15	-6
O=C(c1ccccc1)N1N=C(C2CC2)CC1(O)C(F)(F)F (stereo not given)	2	-6	-3
CO[C@H]1CN(C(=O)c2cnnn2-c2ccccc2)CC[C@H]1N	0	2	-1
O=C(CCc1n[nH]c2c1CCCC2)N1CCCC(O)(CO)CC1 (stereo not given)	10	-17	-3
CC(C)CN(CCC(=O)NC(C)c1ccccc1)c1nc(C2CC2)nc2cc(Cl)ccc12 (stereo not given)	-3	2	2
COCC1(C(=O)NCCN2CCOC2=O)CCC1	-1	-10	-4

Some of these compounds in order of number of heavy atoms, rising.
SMILES	NPYLR7 ag	mcGAS inh	hcGAS lum
CN(C)C(=O)c1cc(Cl)c(Cl)c(Cl)c1Cl	9	nt	-8
NC(=O)c1sc(=S)n(-c2ccc(Br)cc2)c1N	7	nt	0
COCC1(C(=O)NCCN2CCOC2=O)CCC1	-1	-10	-4
O=C(Nc1nc(-c2ccc(Cl)s2)cs1)c1cccs1	3	nt	-3
CCc1ncc2c(n1)CN(C(=O)c1cnc(C)cn1)C2	-2	nt	-2
O=C(c1ccccc1)N1N=C(C2CC2)CC1(O)C(F)(F)F (stereo not given)	2	-6	-3
CO[C@H]1CN(C(=O)c2cnnn2-c2ccccc2)CC[C@H]1N	0	2	-1
O=C(CCc1n[nH]c2c1CCCC2)N1CCCC(O)(CO)CC1 (stereo not given)	10	-17	-3
CC(=O)C1=C(c2ccccc2)N(C(C)=O)n2c(nnc2-c2ccccc2)S1	1	nt	-16
Cc1ccnc(SCc2cc(=O)c(OC(=O)COc3ccc(F)cc3)co2)n1	-16	-1	1
CC(C)CN(CCC(=O)NC(C)c1ccccc1)c1nc(C2CC2)nc2cc(Cl)ccc12 (stereo not given)	-3	2	2
CC(C)COc1nc(-c2ccc3c(c2)OCO3)n(-c2ccc(NC(=O)c3ccc(Br)cc3)cc2)n1	nt	-6	0
COc1cccc(C(=O)N2CCSC23CCN(C(=O)c2cc(C(F)(F)F)cc(C(F)(F)F)c2)CC3)c1	nt	-1	9
Cc1nc(C(F)(F)F)ccc1C(=O)N1CCCN(Cc2cc(=O)c(OCc3ccc(C(C)(C)C)cc3)co2)CC1	11	-5	-6

Further entries follow.
SMILES	NPYLR7 ag	mcGAS inh	hcGAS lum
COCCN(CC(=O)N(CCc1c[nH]c2ccccc12)Cc1ccccc1OC)C(=O)Nc1cccc(Br)c1	-4	-5	-6
CCOC(=O)c1ccc(NC(=O)Cn2cnc3c(nnn3-c3ccc(C)cc3)c2=O)cc1	1	nt	12
CCC(C)NC(=O)NC(=O)N(C1CCCCC1)S(C)(=O)=O (stereo not given)	2	nt	-6
CC1(C(=O)Nc2cccc3c2CCCC3)CCN1C(=O)CCc1ccc(Cl)cc1Cl (stereo not given)	-2	2	7
Fc1ccc(Oc2cc(N3CCCC3)ncn2)c(Cl)c1	-10	0	0
Cc1cccc(NC(=O)Nc2c(C)nc3ccccn3c2=O)c1	-4	-8	-5
CCCCCNC(=O)CNC(=O)c1ccc(Cl)c(Cl)c1	3	nt	-6
CCOc1ccc(NC(=S)NCCCO)cc1	0	nt	-13
Cc1cc(C)cc(Oc2ccc(NC(=O)C3C4CC5OC(=O)C3C5C4)cc2)c1 (stereo not given)	3	nt	-8
COc1ccc(CN(C(=O)Nc2ccccc2F)C(C)C)cc1OS(C)(=O)=O	7	-5	-8
O=C(Cc1cccc2ccccc12)N1CCN(c2ncnc3c2nnn3-c2ccc(Cl)cc2)CC1	0	-10	-6
COc1ccc(C2c3[nH]c4ccccc4c3CCN2C(=O)CCCc2cccs2)cc1C (stereo not given)	7&-2	-9&1	-9&5
CC(C)SC(NC(=O)OCc1ccccc1)C(=O)NCCCN(C)c1ccccc1 (stereo not given)	-8	-7	-5
O=C(NCC1CCCN(C(=O)CSc2ccccc2)C1)c1ccc(-c2ccccc2)cc1 (stereo not given)	5	-11	-6
COc1cn(CC(=O)Nc2cccc3ccccc23)c(CSc2nccc(C)n2)cc1=O	-4	-3	-4
CNS(=O)(=O)c1cc(C(=O)Nc2cccc(C)c2)cc(C)c1C	-25	nt	-3
COc1ccc(CC(=O)Nc2ccc(-n3nc(OC(C)C)nc3-c3ccc(C)cc3)cc2)cc1	14	-9	-6
Cc1ccc(NC(=O)N2CCC(n3cc(-c4ccccc4)nn3)CC2)cc1	-2	nt	1
CSc1nc2cc(NC(=S)NC(=O)c3ccccc3)ccc2s1	-3	-5	-7
O=C(NC1CCN(CC2CC2)C1)N1CCC2(CCOC2)C1 (stereo not given)	8	nt	-13
CC(c1ccccc1)N(Cc1nc(C(=O)NCc2ccco2)co1)Cc1ccc(Cl)cc1Cl (stereo not given)	nt	-7	-9
CC(C)N(C)c1nc(-c2ccccc2)nc2c1CN(C(=O)COc1ccc(Cl)cc1)CC2	4	-1	-6
CC(N)C1CC1c1ccccc1 (stereo not given)	5	nt	-5
CC(C)(C)c1nnc(N)s1	4	nt	-7
COCCCn1c(C)cn2c3c(=O)n(Cc4c(F)cccc4Cl)c(=O)n(C)c3nc12	19	nt	-4
CC(C)(O)C#Cc1ccc(C(=O)NCCc2n[nH]c3c2CCCC3)o1	-1	-12	-5
